Source: PubChem BioAssay
BLM inh: qHTS Assay for Inhibitors of Bloom's syndrome helicase (BLM); RecQ-like DNA helicase BLM (Homo sapiens), P54132; recombinant BLM DNA unwinding, fluorescence dequenching; Potency, µM (series often up to 56.1 µM), without a hit: at the highest dose activity change, negative = inhibition, hits mostly inhibitors; 350,000 compounds, 0.2% hits; AID 2528, 2010;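 also: plate controls were vehicle for no effect and no enzyme for full effect; nearly all actives have a fitted effect of over 35% in size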
G9a block: qHTS Assay for Inhibitors of Histone Lysine Methyltransferase G9a; AID 504332, 2011; Histone-lysine N-methyltransferase EHMT2 (Homo sapiens), Q96KQ7; G9a H3K9 monomethylation, AlphaScreen, 2 h; 350,000 compounds, 8.8% hits; Potency, µM (titrated, usually from 102 µM), for inactives: top-dose activity, negative = inhibition, hits mostly inhibitors; also: % is scaled to controls: 0 for no effect and ±100 for the full control effect; nearly all actives have a fitted effect of over 75% in size
Target sequence (Q96KQ7 913-1193 limits assumed): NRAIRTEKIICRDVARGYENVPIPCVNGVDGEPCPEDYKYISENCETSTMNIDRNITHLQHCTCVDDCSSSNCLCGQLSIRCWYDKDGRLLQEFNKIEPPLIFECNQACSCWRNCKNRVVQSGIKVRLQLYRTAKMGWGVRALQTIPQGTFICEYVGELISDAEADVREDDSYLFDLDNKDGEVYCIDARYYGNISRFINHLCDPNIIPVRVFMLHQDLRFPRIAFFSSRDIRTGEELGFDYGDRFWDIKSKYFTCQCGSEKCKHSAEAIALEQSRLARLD
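Readings reflect AlphaScreen signal from monomethyl-H3K9 antibody detection. HMT at 20 nM; substrate b-H3K9 500 nM; cofactor SAM 20 uM; 2 h RT reaction; compounds tested as titrations in qHTS with 15 min preincubation.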
Apoferritin bind: qHTS Assay for Identification of Novel General Anesthetics; Ferritin light chain (Equus caballus), P02791; Potency, µM (series often up to 77.5 µM), inactives show at the highest dose activity change, negative = displacement, usual class: inhibitors; 350,000 compounds, 0.074% hits; apoferritin/1-aminoanthracene competitive binding, fluorescence; also: % is scaled to controls: 0 for no effect and ±100 for the full control effect; nearly all actives have a fitted effect of over 20% in size
Target sequence (P02791 2-175 limits assumed): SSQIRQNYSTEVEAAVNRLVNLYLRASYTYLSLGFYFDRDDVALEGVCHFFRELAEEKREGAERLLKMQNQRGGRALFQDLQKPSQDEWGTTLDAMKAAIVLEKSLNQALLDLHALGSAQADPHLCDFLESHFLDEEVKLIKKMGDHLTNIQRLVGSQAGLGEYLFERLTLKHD
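Horse-spleen apoferritin (10 uM) was mixed with 50% saturated 1-aminoanthracene in PBS, exposed to compounds for 10 min at room temperature, and read for fluorescence (ex 380 nm, em 535 nm). Competitive displacement was fitted with a four-parameter Hill equation.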
Pol kappa inh: qHTS for Inhibitors of Polymerase Kappa | DNA polymerase kappa (Homo sapiens), Q9UBT6 | purified Pol kappa, fluorescent DNA synthesis assay, 10 min | Potency, µM (series often up to 107 µM), without a hit: top-dose activity, negative = inhibition, actives largely listed as inhibitors | 400,000 compounds, 0.53% hits; also: % is scaled to controls: 0 for no effect and ±100 for the full control effect
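Readout: fluorescence, taken kinetically at 0 and 10 min. Conditions: 10 nM Pol kappa, 15 min RT compound preincubation, 50 nM substrate final. Controls: enzyme-free buffer wells.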
POLH inh: qHTS for Inhibitors of Polymerase Eta | DNA polymerase eta (Homo sapiens), Q9Y253 | recombinant Pol eta, fluorescent DNA replication assay | Potency, µM (doses to about 114 µM), inactives show at the top dose activity change, negative = inhibition, hits mostly inhibitors | 390,000 compounds, 1.2% hits; also: % is scaled to controls: 0 for no effect and ±100 for the full control effect
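Pol eta (10 nM) was preincubated with compounds for 15 min at room temperature, after which fluorescent replication substrate (50 nM final) was added to start the reaction. Fluorescence was read kinetically at 0 and 10 min.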
APE1 inh: qHTS Assay for Inhibitors of the Human Apurinic/apyrimidinic Endonuclease 1 (APE1). DNA repair nuclease/redox regulator APEX1 (Homo sapiens), P27695. recombinant APE1, TAMRA/BHQ-2 abasic DNA cleavage fluorescence. Potency, µM (doses to about 65.8 µM), for inactives: at the top dose activity change, negative = inhibition, most hits filed as inhibitors. 350,000 compounds, 0.35% hits. AID 2517, 2012;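 also: plate controls were vehicle for no effect and reference inhibitor for full effect; nearly all actives have a fitted effect of over 55% in size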
Target sequence (P27695 whole entry, looked up): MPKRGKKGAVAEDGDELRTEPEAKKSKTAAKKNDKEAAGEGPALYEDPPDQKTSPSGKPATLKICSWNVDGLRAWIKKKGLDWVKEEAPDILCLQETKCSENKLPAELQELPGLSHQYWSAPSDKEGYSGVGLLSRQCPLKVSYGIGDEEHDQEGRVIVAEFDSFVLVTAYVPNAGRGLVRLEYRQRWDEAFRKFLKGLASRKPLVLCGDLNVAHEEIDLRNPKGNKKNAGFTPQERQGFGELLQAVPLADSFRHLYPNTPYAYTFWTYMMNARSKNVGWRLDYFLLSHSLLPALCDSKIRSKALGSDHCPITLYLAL
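Quantitative HTS: incision of a TAMRA/BHQ-2 double-stranded substrate bearing a tetrahydrofuran abasic site by 0.75 nM APE1 raises fluorescence. Substrate 50 nM final, added after 15 min compound preincubation at room temperature; progress as third-minus-first kinetic read difference.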
Pol iota inh: qHTS for Inhibitors of Polymerase Iota; 390,000 compounds, 1% hits; Pol iota fluorescent replication assay, 10 min; Potency, µM (series often up to 115 µM), inactives show at the top dose activity, negative = inhibition, usual class: inhibitors
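Fluorescent replication assay read twice, at 0 min and 10 min after adding 50 nM (final) substrate. Enzyme (10 nM) and compounds were first incubated 15 min at room temperature; enzyme-free buffer wells were negative controls.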
BAZ2B inh: qHTS Assay for Inhibitors of BAZ2B; 360,000 compounds, 4.4% hits; Bromodomain adjacent to zinc finger domain protein 2B (Homo sapiens), Q9UIF8; Potency, µM (titrated, usually from 114 µM), inactives show at the top dose activity change, negative = inhibition, most hits filed as inhibitors; AlphaScreen BAZ2B-H3K14Ac peptide displacement; also: % is scaled to controls: 0 for no effect and ±100 for the full control effect; nearly all actives have a fitted effect of over 60% in size
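Compounds, titrated to a top concentration of 110 uM, were incubated 30 min at room temperature with preformed BAZ2B/acetyl-K14 H3 peptide complex (50 nM each). Proximity signal was measured by AlphaScreen after 20 min with beads.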
POLB inh: qHTS Assay for Inhibitors of DNA Polymerase Beta; P06746; Pol beta primer extension/strand displacement, fluorescence kinetic; Potency, µM (series often up to 114 µM), for inactives: at the top dose activity change, negative = inhibition, usual class: inhibitors; 340,000 compounds, 1.3% hits; also: % is scaled to controls: 0 for no effect and ±100 for the full control effect
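Human Pol beta at 10 nM; strand-displacement substrate 50 nM final. Compound exposure 15 min at room temperature before start, reaction 10 min at room temperature.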
* hit, by the source's call; ? = inconclusive; . = no result given; & = joins results of further samples; [ ] = another dose, or the depositor's remark. Calls follow the shape of the dose curve; as a rule, active = well fitted curve in the direction sought with a large enough effect; inconclusive = small, poorly fitted or top-dose-only effect, or another doubt; inactive = no such curve, though single readings can be large; an effect the other way counts as inactive or inconclusive. Potency is read from the fitted curve at half-maximal effect. Only part of the results is shown; rates above refer to the full screens.

1) O=S(=O)(Nc1ccccn1)c1cnc(Cl)c(Br)c1
2) Cn1cnnc1SCC(=O)Nc1nc(-c2ccc(F)cc2)cs1
3) c1coc(-c2nnc3n2C2(CCCC2)Cc2ccccc2-3)c1
4) O=C(NCCN1CCOCC1)C1CCN(Cc2ccccc2O)CC1
5) Cc1ccccc1Oc1nc2c(c(=O)n(C)c(=O)n2C)n1C
6) CC1=C(C)CS(=O)N(S(=O)(=O)c2ccc(Cl)cc2)C1 (centres undefined)
7) O=C1CCC(=O)N(c2ccccc2)N1
8) COc1ccccc1NS(=O)(=O)c1cccc(C(=O)N/N=C/c2ccc([N+](=O)[O-])o2)c1
assay / compound | 1 | 2 | 3 | 4 | 5 | 6 | 7 | 8
Pol kappa inh | -14% | -10% | -17% | 3% | 6% | -2% | -1% | -11%
BAZ2B inh | -8% | . | 5% | 45µM* | -17% | 2% | 4% | -4%
BLM inh | 2% | -1% | -6% | 1% | 1% | -9% | -2% | .
POLB inh | 12% | 52% | -28% | 7% | -7% | -2% | 25% | .
APE1 inh | 2% | -1% | -8% | -4% | 32% | -7% | 9% | 35%[activator]
Apoferritin bind | -2% | 1% | -12% | -6% | 0% | -11% | 9% | .
G9a block | 10%[59 µM] | -7% | ? | 22µM* | 1% | 2.2µM* | 1% | ?
Pol iota inh | 4% | 121%[activator] | 7% | 13% | 36%[activator] | ? | 7% | -1%
POLH inh | -6% | -16% | -11% | -12% | -14% | -3% | -12% | -8%

Filtered by structure: the entries above with a Cl atom
1) O=S(=O)(Nc1ccccn1)c1cnc(Cl)c(Br)c1
6) CC1=C(C)CS(=O)N(S(=O)(=O)c2ccc(Cl)cc2)C1 (centres undefined)
assay / compound | 1 | 6
Pol kappa inh | -14% | -2%
BAZ2B inh | -8% | 2%
BLM inh | 2% | -9%
POLB inh | 12% | -2%
APE1 inh | 2% | -7%
Apoferritin bind | -2% | -11%
G9a block | 10%[59 µM] | 2.2µM*
Pol iota inh | 4% | ?
POLH inh | -6% | -3%

(list continues)
9) COc1ccccc1CNC(=O)c1ccoc1C
10) CCCCNS(=O)(=O)c1ccc2nc(-c3cccnc3)cc(C(=O)NC3CC3)c2c1
11) CCn1c(SC)nnc1C1CCN(CC(=O)Nc2ccccc2N2CCOCC2)CC1
12) CCOC(=O)c1cnc2c(ccc3ccccc32)c1Nc1ccccc1OC
13) Cc1cccc(C(=O)N/N=C2/SCC(=O)N2Cc2ccccc2)c1
14) CSc1ccccc1C(=O)NC1CCCc2ccccc21 (centres undefined)
15) COc1ccc(-c2cn3c(n2)sc2cc(C(=O)NCCc4ccccc4)ccc23)cc1
16) Cc1ccc(-n2nc3c(SCCN4CCOCC4)nnc(C)c3c2C)cc1
assay / compound | 9 | 10 | 11 | 12 | 13 | 14 | 15 | 16
Pol kappa inh | -12% | -16% | 3% | -8% | -4% | -8% | -21% | -12%
BAZ2B inh | 11% | -2% | 1% | 5% | -3% | 0% | ? | 4%
BLM inh | -5% | 4% | 3% | -2% | 2% | -3% | 1% | 3%
POLB inh | 6% | ? | -12% | 3% | 7% | 7% | 12% | 13%
APE1 inh | -2% | 10% | 21% | . | 2% | 22% | . | 17%
Apoferritin bind | -13% | -21% | -10% | -15% | -20% | -5% | -22% | -20%
G9a block | -28% | -1% | -8% | 0%[59 µM] | 15% | 3% | -39%[59 µM] | -9%[59 µM]
Pol iota inh | ? | -23% | 99%[activator] | -11% | 26% | 4% | 9% | 14%
POLH inh | -8% | -6% | -18% | 0% | -19% | 3% | -10% | 1%

17) COc1ccccc1Nc1nc(N)nc(CN2CCN(c3ccccc3)CC2)n1
18) CCOC(=O)c1cnc(-c2ccccc2)nc1Oc1ccccc1
19) CC1=CC(C)C(/C=N/N=C(N)N)C(C)C1 (centres undefined)
20) CCCCOc1ccc(C2c3c(-c4ccccc4O)n[nH]c3C(=O)N2Cc2ccncc2)cc1OC (centres undefined)
21) CCOC(=O)C1CCN(C(=O)CCCN2C(=O)c3ccccc3C2=O)CC1
22) Cc1c(C(=O)N2CCN(c3ncccn3)CC2)oc2ccc(Cl)cc12
23) CCC(=O)Oc1c(C(=O)CC)cc2c(C)cc(=O)oc2c1C
24) O=C(Nc1ccccc1Cl)Oc1ccc(-c2ccccc2)cc1
assay / compound | 17 | 18 | 19 | 20 | 21 | 22 | 23 | 24
Pol kappa inh | -16% | -21% | -8% | -19% | 0% | -2% | -7% | 0%
BAZ2B inh | 50µM* | 92%[activator] | -1% | ? | -8% | -6% | 3% | -18%
BLM inh | -9% | -5% | 1% | -8% | -5% | . | -6% | -7%
POLB inh | -1% | ? | 11% | 1% | 0% | . | 1% | 20%
APE1 inh | 16% | -3% | 25% | . | 10% | 14% | -3% | -2%
Apoferritin bind | -15% | -19% | 5% | -13% | 3% | . | -7% | ?
G9a block | ? | . | . | 8%[59 µM] | ? | -15%[12.7 µM] | 7%[59 µM] | 3%[12.7 µM]
Pol iota inh | 2% | 6% | 143%[activator] | -10% | 7% | 6% | -14% | -8%
POLH inh | -1% | ? | -19% | -22% | -2% | -5% | -6% | 0%

25) CC12CC(c3ccccc3O1)N(C(=O)c1ccc(Br)o1)C(=O)N2c1ccccc1 (centres undefined)
26) NC(=O)c1cc(S(=O)(=O)NCc2ccccc2)cs1
27) CCS(=O)(=O)N1CCCC(C(=O)NC2CCC(C)CC2)C1 (centres undefined)
28) Cc1ccccc1C([O-])=Nc1ccc[n+](-c2nc3ccccc3nc2NS(=O)(=O)c2ccccc2)c1
29) CCOC(=O)Nc1ccc2c(c1)N(C(=O)CCN1CCN3CCCC3C1)c1ccccc1CC2 (centres undefined)
30) CN(C(=S)NC(=O)c1ccccc1)c1c(N)n(Cc2ccccc2)c(=O)[nH]c1=O
31) Cc1c(N2C(=O)CSC2=S)c(=O)n(-c2ccccc2)n1C
32) O=C(CN1c2ccccc2Sc2ccccc21)N/N=C/c1ccc(Cl)cc1Cl
assay / compound | 25 | 26 | 27 | 28 | 29 | 30 | 31 | 32
Pol kappa inh | 2% | -2%&-17% | 2% | -20% | -12% | -3% | -12% | 9%
BAZ2B inh | 7% | -5%&-15% | -3% | -32% | ? | 1% | . | -35%
BLM inh | 0% | 0%&-1% | -3% | -10% | -15% | -1% | -3% | -10%
POLB inh | 25% | 1%&6% | 1% | 12% | 41% | 2% | 33% | -17%
APE1 inh | 1% | -7% | 8% | -1% | 16% | 0% | -5% | 2%
Apoferritin bind | -17% | 4%&41% | -4% | -10% | -5% | -1% | -10% | 0%
G9a block | 5%[59 µM] | 10% | 36%[0.501 µM] | ? | ? | -21%[12.7 µM] | ? | ?
Pol iota inh | 27% | 8%&16% | 8% | 59%[activator] | ? | -5% | 50%[activator] | 11%
POLH inh | -2% | -10%&-1% | -5% | -20% | -16% | -7% | -1% | -5%

33) CC1CCN(c2ccc(NC(=O)Cn3c(=O)oc4ccccc43)cc2)CC1
34) O=S(=O)(c1cccc2nsnc12)N1CCNCC1
35) Cc1noc(C)c1C(=O)Nc1c(F)cc(F)cc1Br
36) Cc1cc(CO)nn1-c1ccc([N+](=O)[O-])cc1
37) COc1ccc(CCN2CC(C(=O)N3CCSCC3)CCC2=O)cc1 (centres undefined)
38) CN(CCNC(=O)c1cc2c(-c3ccccc3F)nn(C)c2s1)C1CCCCC1
39) O=C(NCc1csc(-c2cccs2)n1)C1CCCCC1
40) C1CCC2=NCCCN2CC1
assay / compound | 33 | 34 | 35 | 36 | 37 | 38 | 39 | 40
Pol kappa inh | 9% | 6% | -7% | -1% | -24% | 0% | -4% | -2%
BAZ2B inh | ? | 2% | -4% | -2% | 1% | -10% | 0% | -1%
BLM inh | 0% | 0% | -2% | -4% | -2% | 55%[activator] | -7% | 0%
POLB inh | 3% | -20% | -19% | ? | 23% | -1% | 1% | -27%
APE1 inh | 53%[activator] | 43%[activator] | 14% | 4% | 3% | 13% | -8% | 3%
Apoferritin bind | -11% | -3% | 4% | 0% | -3% | -4% | -4% | 17%
G9a block | -1% | ? | 14%[59 µM] | 0% | . | -14% | 16%[59 µM] | 8%[59 µM]
Pol iota inh | -2% | 6% | 8% | -16% | 2% | -23% | ? | -7%
POLH inh | -4% | -13% | -19% | 3% | -6% | -3% | 2% | -12%

41) COc1cc2c(cc1OC)C1C(=O)c3c(O)cc4c(c3OC1CO2)C=CC(C)(C)O4 (centres undefined)
42) COc1ccc(C(=O)COC(=O)[C@H](C)Nc2ccc(C(F)(F)F)cc2[N+](=O)[O-])cc1
43) O=C(COC(=O)c1cccnc1Cl)NCCc1ccccc1
44) COc1cccc(Cn2c(-c3nonc3N)nc3ccccc32)c1
45) O=C(CN1CCN(c2ccc(Cl)cc2)CC1)Nc1ccc(F)cc1F
46) COc1ccc(N2CCN(c3ncccn3)CC2)cc1
47) O=Nc1c(O)[nH]c2ccc(Cl)cc12
assay / compound | 41 | 42 | 43 | 44 | 45 | 46 | 47
Pol kappa inh | -13%[60.1 µM] | 0% | 2% | -15% | -4%[60.1 µM] | -17%[60.1 µM] | 5%[60.1 µM]
BAZ2B inh | . | -3% | 9% | -3% | 6% | -39% | -5%
BLM inh | -13% | -7% | . | -3% | -5% | -4% | -15%
POLB inh | . | -2% | . | -7% | -5% | 12% | -9%
APE1 inh | -5% | 3% | 20% | -5% | . | 4% | 3%
Apoferritin bind | ? | -10% | . | 3% | -5% | -7% | -13%
G9a block | -39%[2.33 µM] | -20%[59 µM] | 20%[2.33 µM] | 3%[12.7 µM] | 8%[59 µM] | ? | -34%
Pol iota inh | . | 11% | 23% | 16% | 3% | -38% | -4%
POLH inh | . | 3% | -7% | -10% | -21% | 2% | -7%
